Mtb BioA inh: inhibitors of Mycobacterium tuberculosis BioA enzyme; AID 602481; purified M. tuberculosis BioA enzyme, plate reader; inhibition, % at 9.99 µM; 360,000 tested, 0.096% active; in the data active = inhibition above about 40%; inconclusive = no clear call, values can overlap the other calls
Mtb UGM inh: Mtb UDP-galactopyranose mutase inhibition; purified UGM, fluorescence polarization probe displacement; inhibition, % at 10 µM; 320,000 tested, 0.06% active; in the data active = inhibition above about 10%, passing the limit was not always enough; inconclusive = no clear call, values can overlap the other calls
Target sequence (P9WIQ1 whole entry, looked up): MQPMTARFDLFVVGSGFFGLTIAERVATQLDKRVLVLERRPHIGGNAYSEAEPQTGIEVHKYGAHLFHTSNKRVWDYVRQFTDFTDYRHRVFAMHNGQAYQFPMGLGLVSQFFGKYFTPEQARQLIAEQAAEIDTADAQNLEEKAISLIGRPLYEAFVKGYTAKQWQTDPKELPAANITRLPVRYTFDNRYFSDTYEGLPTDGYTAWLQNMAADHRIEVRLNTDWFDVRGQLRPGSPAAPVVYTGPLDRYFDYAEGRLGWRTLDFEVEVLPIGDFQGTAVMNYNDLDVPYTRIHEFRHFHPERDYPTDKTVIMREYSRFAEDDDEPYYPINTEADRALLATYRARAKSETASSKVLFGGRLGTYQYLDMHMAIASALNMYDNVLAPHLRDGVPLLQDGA
BoNT F protease: inhibitors of Botulinum neurotoxin F light chain protease | Multiplex microsphere protease cleavage assay, flow cytometry | inhibition, % at 10 µM | 360,000 tested, 0.22% active; in the data active = inhibition above about 35%, passing the limit was not always enough; inconclusive = no clear call, values can overlap the other calls; note: plate controls were buffer without enzyme for full effect and enzyme alone for no effect
PfHsp40 yeast: restores yeast growth despite PfHsp40 toxicity; 340,000 tested, 0.68% active; S. cerevisiae expressing PfHsp40, growth rescue, ATP luminescence; growth rescue, % at 12.5 µM; in the data active = growth rescue above about 28%, passing the limit was not always enough; inconclusive = no clear call, values can overlap the other calls;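 note: yeast W303a lacking pdr1 and pdr3 grown in galactose medium; growth measured after three days at 30 °C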
GDH-TPI counter: counter-screen for M. tuberculosis FBA inhibitors: GDH-TPI coupled enzymes | GDH-TPI coupled enzyme counterscreen, NADH absorbance | inhibition, % at 4.8 µM | 360,000 tested, 1.2% active; in the data active = inhibition above about 30%;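 note: 0% = DMSO wells and 100% = wells lacking the enzyme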
BoNT-A LC inh2: BoNT A light chain protease inhibition; AID 588499; 360,000 tested, 0.17% active; multiplex microsphere protease substrate cleavage, flow cytometry; inhibition, % at 10 µM; note: plate controls were buffer without enzyme for full effect and enzyme alone for no effect
FBA Mtb inh: Mtb fructose-bisphosphate aldolase inhibition; P9WQA3; purified M. tuberculosis FBA, fluorescence read-out; inhibition, % at 1 µM; 360,000 tested, 2.3% active; in the data active = inhibition above about 27%;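 note: 0% = vehicle and 100% = reference inhibitor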
Target sequence (P9WQA3 whole entry, looked up): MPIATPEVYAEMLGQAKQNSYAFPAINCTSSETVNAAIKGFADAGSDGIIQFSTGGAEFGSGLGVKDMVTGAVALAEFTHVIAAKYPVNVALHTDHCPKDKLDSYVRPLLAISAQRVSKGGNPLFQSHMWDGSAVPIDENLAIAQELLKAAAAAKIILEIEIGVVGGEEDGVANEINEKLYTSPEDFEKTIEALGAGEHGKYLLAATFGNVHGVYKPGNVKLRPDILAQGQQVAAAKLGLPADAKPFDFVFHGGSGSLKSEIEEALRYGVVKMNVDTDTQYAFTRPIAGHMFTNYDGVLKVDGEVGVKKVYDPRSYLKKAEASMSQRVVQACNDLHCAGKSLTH
FadD28 FP inh: inhibitors of Mycobacterium tuberculosis FadD28 bisubstrate binding; FadD28 bisubstrate probe binding, fluorescence polarization; inhibition, % at 12.5 µM; 360,000 tested, 0.22% active; AID 588549; in the data active = inhibition above about 8.5%, passing the limit was not always enough; inconclusive = no clear call, values can overlap the other calls
Anthrax LF prot: blocks Bacillus anthracis lethal factor protease; multiplex microsphere protease cleavage assay, LF; inhibition, % at 10 µM; 360,000 tested, 0.12% active; note: plate controls were buffer without enzyme for full effect and enzyme alone for no effect
* marks the source's active call; other numbers are inactive results; ? = inconclusive; · = not tested or not shown. Cut-off read from the data, not from the text of the source, unless noted: active = inhibition above about 30%; inconclusive = no clear call, values can overlap the other calls; inactive = below that.

Order of values – Mtb BioA inh, Mtb UGM inh, BoNT F protease, PfHsp40 yeast, GDH-TPI counter, BoNT-A LC inh2, FBA Mtb inh, FadD28 FP inh, Anthrax LF prot
CCOC(=O)c1cccc(NC(=O)CCc2nc(-c3ccc(C)cc3)no2)c1
    0.2, 1.7, -8, 1.4, 0, -0.2, 0, -2.1, -2
Cc1ccc(NC(=O)CN2CCCCCC2)cc1[N+](=O)[O-]
    0.6, 0.7, 0, -1.3, 2, 0.0, -5, -4.2, -5
O=S(=O)(c1ccc(-c2ccno2)s1)N1CCCCC1
    2.8, 4.5, -4, -0.1, -5, -2.4, -4, -2.3, -4
CCOc1ccc(CNC(=O)CCC(=O)N2Cc3cccc(OC)c3Oc3ncccc32)cc1
    -1.3, 0.8, 1, -1.3, 7, 3.0, -3, 0.2, 0
N#Cc1c(N)n(-c2ccccc2N)c2nc3ccccc3nc12
    ·, -2.9, -13, -0.4, 14, -0.4, 0, 0.1, -6
CCOC(=O)c1ccc(N2C(=O)CC(Sc3nc(O)c(CC)c(=O)[nH]3)C2=O)cc1 (configuration not stated)
    -1.0, -2.0, -4, -0.7, 4, 0.1, 0, -1.5, 0
OCCCc1nc2ccccc2n1Cc1ccccc1
    0.5, 1.3, -10, -0.1, -9, -0.3, 0, -3.6, -11
O=C(Nc1ccc(Cl)cc1)N1CCCC1
    2.6, 2.1, -3, -0.2, -2, -0.2, 2, -0.1, -7
Cc1ccc(NC(=O)c2ncn(CCCN3CCN(c4ncccn4)CC3)n2)cc1C
    0.1, ·, -2, -0.8, 7, -0.3, -1, 0.0, -5
COc1cccc(N(CC(=O)NCCSc2ccccn2)S(C)(=O)=O)c1
    -0.1, 0.1, 19, 0.1, 12, 1.4, -1, 0.1, 3
C=CCN1C(=O)C(Cc2ccccc2)S/C1=N/N=C/c1cccs1 (configuration not stated)
    1.2, 3.5, -13, -0.4, 25, -0.7, -4, 1.7, 1
c1ccc(-c2nnsc2Sc2ccccn2)cc1
    ·, -0.6, -5, 2.0, 7, -1.4, -3, -9.0, -6
O=C(NC1CCCCC1)C(c1ccc(F)cc1)N(Cc1cccs1)C(=O)CN1C(=O)c2ccccc2S1(=O)=O (configuration not stated)
    -0.5, -1.0, -8, 0.0, -1, -1.5, 1, -1.4, -4
COc1ccccc1CNc1ccc2c(c1)CCC2
    9.3, -0.7, -27, -0.9, 7, -0.9, 0, -2.4, 8
COc1ccc(/C(C)=N/NC(=S)NCCc2ccccc2)cc1
    ·, -0.8, 1, ?, 0, -1.0, -10, -4.6, -1
CCN1CCN(c2ccc(NC(=O)c3ccco3)cc2)CC1
    0.0, 0.4, -6, -1.0, -1, 0.1, 0, -1.1, 0
S=C(Nc1ccccc1)Nc1ccc(OCc2ccc(Cl)cc2Cl)cc1
    -1.5, 2.5, -4, 0.0, 4, 0.3, 1, -2.3, 2
COc1cc(C(=O)Nc2cccc(-c3nc4ncccc4o3)c2C)cc(OC)c1OC
    1.6, 0.8, 4, -1.4, 5, -1.2, 0, 0.9, 3
C/C(=C\c1ccccc1F)C1Nc2cccc3cccc(c23)N1
    -0.6, -0.6, -9, -0.2, 11, -0.1, 0, -2.7, -5
CC1CC(C)CN(CCOc2cccc3ccccc23)C1 (configuration not stated)
    -0.4, -1.2, -27, 0.7, 8, -1.3, 1, 0.5, -2
COc1cccc2cc(C(=O)N3CCN(c4ccccc4F)CC3)c(=O)oc12
    0.3, -0.3, 15, -1.4, 7, 1.0, 1, -1.1, -1
O=C(Nc1ccc(S(=O)(=O)Nc2nccs2)cc1)c1cc(-c2ccccc2Cl)nc2ccccc12
    ·, 0.1, -3, -0.6, 7, -0.2, -1, -1.3, -2
COc1ccc2c(c1)c(=O)c(C(=O)c1ccccc1)cn2Cc1ccccc1
    6.5, 1.8, 0, -0.5, 13, -0.7, 2, 0.8, 0
COc1cccc(CN2CC(C(=O)NCc3cccc(N4CCCC4)c3)CCC2=O)c1 (configuration not stated)
    -0.4, -0.9, -10, 1.2, 15, -0.8, 2, -1.7, -4
CC1CN(S(=O)(=O)c2ccc(C(=O)N3c4ccccc4CC3C)cc2)CC(C)O1 (configuration not stated)
    -0.4, 1.0, -8, -0.5, -2, -1.3, 1, -0.4, -8
Cc1nnc(SCC(=O)Nc2cccc(S(=O)(=O)N3CCCC3)c2)n1C1CC1
    -1.0, ·, -2, ·, 5, 0.1, -2, -2.4, 1
O=c1oc2ccc3ccccc3c2cc1-c1nnc(-c2ccccc2)o1
    -1.7, -2.3, -16, 3.8, 1, -0.2, 51*, 3.0, -3
CN(C)CCCO[C@@H]1[C@H]2OC(C)(C)O[C@H]2O[C@@H]1[C@H](O)CO
    -1.9, 0.5, -10, -0.9, 4, -0.8, 3, -0.4, 0
Cc1ccc2cc(NC(=O)C3(C)CCN(C)C3)ccc2n1 (configuration not stated)
    0.6, ·, -2, ·, 8, -0.3, 5, -3.1, 3
CCc1nc2c(OCc3ccc(F)c(F)c3)cccn2c1N(C)C(=O)c1ccco1
    1.6, ·, 9, ·, 7, 0.3, 2, -1.3, -3
COc1ccc(/C=C(\C#N)C(=O)NCC(c2ccc(F)cc2)N2CCOCC2)cc1 (configuration not stated)
    -1.1, -0.5, 4, -0.8, 43*, -0.6, -1, -1.1, -8
O=C(NCCN1CCNC1=O)C1CCC(=O)N(Cc2cccc(C(F)(F)F)c2)C1 (configuration not stated)
    -2.8, 2.2, -3, 0.5, 5, -1.1, 3, -1.7, -1
O=C(O)c1nsc(Cl)c1Cl
    -2.1, 1.2, ?, 0.5, -2, -0.6, -1, -2.6, -6
CC(=O)Nc1ccc(S(=O)(=O)Oc2ccc(/C=N/N=C3/NC(=O)C(CC(=O)O)S3)cc2)cc1 (configuration not stated)
    ·, -0.3, -3, 0.9, 26, -1.0, 6, -11, -8
Cn1cnc([N+](=O)[O-])c1C(=O)Nc1cccc([N+](=O)[O-])c1
    -0.1, 1.4, 4, -0.4, -1, 1.4, 6, 2.0, -4
CC(C(=O)O)c1ccc(C(=O)c2ccccc2)s1 (configuration not stated)
    12, 0.8, 6, -1.4, 7, 0.5, 1, -2.6, 4
CCOc1ccccc1NC(=O)COC(=O)/C=C/c1ccc(OC)c(OC)c1
    ·, -1.4, -7, 0.9, 12, -1.1, 4, -4.3, -6
COc1cc(CO)cc(Br)c1OCC(=O)Nc1cccc2ccccc12
    0.7, 4.2, -13, 2.2, 0, -8.2, 3, -2.5, -8
O=c1ccn(CCCBr)c(=O)[nH]1
    -0.7, -3.8, ·, 0.3, -17, ·, 1, -0.9, ·
O=C(CSCc1ccc(Cl)cc1)Nc1ccccc1O
    -0.2, -3.4, 1, -0.6, 0, 0.1, 1, -1.7, 1
COC(=O)c1cc(OC)c(OC)cc1NC(=O)CSc1nnnn1Cc1ccccc1
    -1.1, 2.6, -18, -0.8, 10, -1.4, 0, -1.6, -4
CCCSc1nc(N2CCOCC2)c2c(c1C#N)CC(C)(C)SC2
    -1.7, -0.3, -26, 1.0, 6, -1.5, 4, 0.0, 1
CC(C)C(C(=O)Nc1ccc2c(c1)OCCO2)N1C(=O)c2ccccc2C1=O (configuration not stated)
    0.2, 1.1, -7, 2.1, -1, -0.3, 1, -6.2, -6
CCCC(=O)Nc1ccc(-c2csc(NNC(C)=O)n2)cc1
    ·, -0.8, -2, 0.9, 0, -0.7, -1, -2.5, -5
CCOC(=O)c1cc(OC(=O)Cc2ccc(OC)c(S(=O)(=O)N3CCOCC3)c2)cc(C(=O)OCC)c1
    -0.6, ·, 1, ·, 8, 0.2, 1, -1.2, -1
CC(C)(C)C(=O)Nc1cccc(S(=O)(=O)NC2=NCCC2)c1
    -0.5, -2.1, ?, -0.8, 4, ?, 0, -0.1, ?
S=c1nc(-c2ccccn2)c(-c2ccccn2)n[nH]1
    ·, ·, -17, ·, ·, -0.8, 2, -1.4, -6
CCOc1cc(C(=O)Nc2cc(F)ccc2C)ccc1OCC(=O)N1CCOCC1
    -5.4, 1.5, 4, -0.7, 7, -0.3, 5, -1.6, 1
Cc1ccc(S(=O)(=O)NCCC2(C(C)C)CCOC(C)(C)C2)cc1 (configuration not stated)
    14, -1.0, 6, -0.6, -11, 0.6, 1, 0.8, -4
CCN1CCN(CCOc2ccc(Br)cc2C)CC1
    ·, -3.3, 1, 0.2, -7, -0.2, 0, -1.3, -4
N#CC1=C(N)NC(SCC(=O)Nc2ccc(Br)cc2)=C(C#N)C12CCCCC2
    6.3, -0.6, -12, -0.9, -1, -0.4, -4, 2.9, 5
O=C(C1CCCN(S(=O)(=O)c2ccc(F)cc2)C1)N(Cc1cccs1)C1CC1 (configuration not stated)
    1.1, -0.2, -11, -1.1, -14, 0.3, 9, 0.1, -2
COc1ccc(/C(N)=N/OC(=O)c2ccc(OC)c([N+](=O)[O-])c2)cc1OC
    -0.7, -2.8, 5, 0.0, 2, -1.5, -1, 0.3, -4
OC(CN1CCOCC1)C12CC3CC(CC(C3)C1)C2 (configuration not stated)
    -0.9, -3.4, 7, 2.2, -4, -0.4, -1, -2.8, -12
COC(=O)c1ccccc1NC(=O)CCCN1C(=O)C(c2ccccc2)Oc2cccnc21 (configuration not stated)
    0.5, 2.1, -3, 2.2, 0, -1.7, 0, -3.8, -2
COc1ccc(C2=NN(C(C)=O)C(c3ccccc3)C2)cc1 (configuration not stated)
    1.6, -1.7, ·, -1.5, 6, ·, 3, 0.3, ·
Cc1ccc(N=C(N)N=C(N)N)cc1
    -1.1, -2.7, ?, -0.6, -10, -2.9, 0, -3.3, 2
CCn1cc(C(=O)NCCCN(CC(C)C)CC(C)C)c(=O)c2cc(S(=O)(=O)N3CCOCC3)ccc21
    0.7, -1.6, -4, 3.1, 10, -1.0, -3, -2.3, -2
CC(C)Cc1nnc(NS(=O)(=O)c2ccc(Cl)cc2)s1
    0.1, 4.1, -6, 1.1, 11, 0.0, 2, -0.4, -2
CCOC(=O)C1=CN(Cc2ccccc2)CCC1=O
    0.5, ·, 3, 0.4, 15, -0.7, 1, 0.7, 3

Among those listed so far, 3 contain a COOH group.
Order of values – Mtb BioA inh, Mtb UGM inh, BoNT F protease, PfHsp40 yeast, GDH-TPI counter, BoNT-A LC inh2, FBA Mtb inh, FadD28 FP inh, Anthrax LF prot
O=C(O)c1nsc(Cl)c1Cl
    -2.1, 1.2, ?, 0.5, -2, -0.6, -1, -2.6, -6
CC(=O)Nc1ccc(S(=O)(=O)Oc2ccc(/C=N/N=C3/NC(=O)C(CC(=O)O)S3)cc2)cc1 (configuration not stated)
    ·, -0.3, -3, 0.9, 26, -1.0, 6, -11, -8
CC(C(=O)O)c1ccc(C(=O)c2ccccc2)s1 (configuration not stated)
    12, 0.8, 6, -1.4, 7, 0.5, 1, -2.6, 4

Additional entries:
Order of values – Mtb BioA inh, Mtb UGM inh, BoNT F protease, PfHsp40 yeast, GDH-TPI counter, BoNT-A LC inh2, FBA Mtb inh, FadD28 FP inh, Anthrax LF prot
COc1ccc(OCc2nnc(SCC(=O)N3CCCc4ccccc43)n2-c2ccc(C)cc2)cc1
    -0.6, 0.6, 5, 1.0, -2, 0.5, 0, -2.4, -6
CC(c1ccccc1)N1C(=O)CC(Sc2ncccc2C(=O)O)C1=O (configuration not stated)
    ·, 4.4, -6, 1.5, -3, -0.3, -2, -1.0, -3
O=C(CSCc1ccccc1)Nc1ccc(Cl)cn1
    ·, 0.9, -1, 2.7, 12, -0.9, 4, -0.3, -2
CCOC(=O)/C(Sc1nc(-c2ccccc2)cc(-c2ccccc2)c1C#N)=C(\C)O
    ·, -0.2, ?, -1.1, 1, -2.0, 2, -0.8, 7
CCCNS(=O)(=O)c1ccc(OCC(=O)N2CCN(Cc3ccccc3)CC2)cc1
    ·, 0.3, 25, 0.8, 12, -0.8, -3, 1.0, -3
CCc1ccc(C(=O)NNC(=O)CN2C(=O)NC(CC)(c3ccccc3)C2=O)cc1 (configuration not stated)
    0.1, -1.2, ?, 0.0, -1, -1.7, -2, -2.1, 1
Oc1ccc(/C=N/n2cc(-c3ccccc3)[nH]c2=S)cc1
    ·, -1.8, -2, -0.1, 17, -0.5, 42*, 2.6, 3
CC(CS(=O)(=O)c1cccc2cccnc12)N1CCCCC1 (configuration not stated)
    2.4, 1.3, -8, 2.2, 4, -0.2, 1, -1.0, -2
Cc1nn(-c2ccc(Cl)cc2)c(Cl)c1/C=N/NC(=O)c1ccc(NS(=O)(=O)c2cccs2)cc1
    -0.9, -3.3, -7, 2.1, 32*, -0.6, -3, -2.3, 2
